# PMI inhibition – human PMI inhibitors, high substrate, primary screen, biochemical, fluorescence intensity, high mannose 6-phosphate (AID 1220); recombinant PMI enzyme, coupled fluorescence intensity; higher % means a stronger effect; inhibition, % at 20 µM, or IC50 in µM where a hit was titrated; 190,000 tested, 0.66% active
# LYP phosphatase – inhibitors of LYP phosphatase, biochemical, fluorescence intensity, uHTS (AID 1779) | recombinant LYP phosphatase, fluorescence intensity; higher % means a stronger effect | inhibition, % at 11.5 µM; hits with a dose series show IC50 in µM | 290,000 tested, 0.054% active;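 note: plate controls were vehicle with enzyme for no effect and no enzyme for full effect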
# WT yeast gro inh – growth inhibition of WT strain, primary screen, mitochondrial fusion inhibitor project, WT and mutant strains, chemical genetic | AID 1362, 2008 | 190,000 tested, 2.1% active | inhibition, % at 10 µM | mitochondrial fusion phenotypic screen; in the data active = inhibition above about 58%; tested in S. cerevisiae
# human PMI inhibition – inhibitors of human PMI, primary screen, biochemical, fluorescence intensity, coupled assay (AID 1209); Mannose-6-phosphate isomerase (Homo sapiens); purified PMI enzyme, coupled fluorescence intensity; higher % means a stronger effect; inhibition, % at 20 µM, or IC50 in µM where a hit was titrated; 190,000 tested, 0.42% active;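 note: plate controls were DMSO vehicle for no effect and wells lacking substrate for full effect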
# M17LAP inhibition – P. falciparum M17LAP inhibitors, primary screen, biochemical, fluorogenic H-Leu-NHMec substrate, 1536-well (AID 1619); 220,000 tested, 0.38% active; one-dose inhibition, % at 30 µM; IC50 in µM for titrated hits; recombinant M17LAP, H-Leu-NHMec fluorogenic kinetic assay; higher % means a stronger effect; Leucine aminopeptidase (Plasmodium falciparum (isolate 3D7));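 active = compound inhibiting the enzyme by more than half at any dose during confirmatory dose-response retesting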;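 note: plate controls were full reaction with DMSO carrier for no effect and no enzyme background for full effect; strong numbers were not always called active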
# XIAP antagonists – XIAP antagonists, biochemical, IAP family, fluorescence polarization (AID 1018) | XIAP BIR domain, fluorescence polarization peptide displacement; higher % means a stronger effect | 200,000 tested, 0.007% active | displacement, % at 20 µM; hits with a dose series show IC50 in µM; in the data active = displacement above about 50%; note: a part of the inactive calls stands beside numbers as strong as those of hits
# Yfh1-depleted yeast – enhancers of respiration in Yfh1-depleted yeast, dose response, Friedreich's ataxia, plus single-dose screen (AID 1465) | S. cerevisiae Yfh1-off respiration, WST-1 reduction, 72 h; higher fold induction means a stronger effect | one-dose fold induction at 50 µM; EC50 in µM for titrated hits | 220,000 tested, 0.074% active;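 active = fold induction of absorbance versus untreated yeast above a set limit, then at least 30% activation at any dose in follow-up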;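 note: activators that raise dye reduction in frataxin-depleted yeast; strong numbers were not always called active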
# M1AAP inhibition – P. falciparum M1AAP inhibitors, biochemical, fluorogenic H-Leu-NHMec substrate, 1536-well (AID 1445); recombinant M1AAP, H-Leu-NHMec fluorogenic kinetic assay; higher % means a stronger effect; inhibition, % at 30 µM; hits with a dose series show IC50 in µM; 220,000 tested, 0.42% active;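 active = primary inhibition above the hit cutoff, then over 50% inhibition at one or more dose response concentrations, cut at about 23% in these data, passing the limit was not always enough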;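 note: plate controls were DMSO full reaction for no effect and no enzyme background for full effect; strong numbers were not always called active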
# TNAP activation fold – human TNAP enzyme activators, primary screen, biochemical, luminescent, no phosphate acceptor, uHTS (AID 1001). Alkaline phosphatase, tissue-nonspecific isozyme (Homo sapiens). purified TNAP, luminescent activation assay, no phosphate acceptor; higher activation fold means a stronger effect. activation fold at 20 µM; hits with a dose series show EC50 in µM. 200,000 tested, 0.03% active; in the data active = activation fold from about 3, or a potency from the dose series; inactive = the rest, 99 in 100 with activation fold below about 1.6; note: many of its hits are not listed in these tables
# WT yeast gro inh mutant strain – recorded beside WT yeast gro inh, whose call it bears; inhibition, %; mitochondrial fusion phenotypic screen, mutant strain inhibition
# Active calls of the source: *; i = inactive; / = no result given. Cut-off read from the data, not from the text of the source, unless noted: active = inhibition above about 50%; inactive = the rest. Rows are unselected; overall some 3.7% were active at least once.
# Every second line gives: PMI inhibition	LYP phosphatase	WT yeast gro inh	WT yeast gro inh mutant strain	human PMI inhibition	M17LAP inhibition	XIAP antagonists	Yfh1-depleted yeast	M1AAP inhibition	TNAP activation fold
- O=C(N/N=C/c1ccc(Cl)cc1)C1CC12CCC2 (stereo not given)
 : -7%	-7%	2	-13	-5%	-14%	-3.3%	i	-1%	1.1
- O=C(NCc1ccc2c(c1)OCO2)C1(S(=O)(=O)c2ccccc2)CC1
 : -2%	-2%	-26	14	-5%	11%	-3.7%	i	2%	1.1
- Nc1nnc(Sc2ncccc2[N+](=O)[O-])s1
 : 9%	-3%	-16	4	4%	14%	-2.2%	i	3%	1.1
- CCc1nc(SCC#N)c(C#N)cc1C
 : -2%	-8%	-8	5	-4%	1%	-9.6%	i	0%	1.1
- CCOC(=O)CCC(=O)N(CCN(C(=O)CCC(=O)OCC)c1ccccc1)c1ccccc1
 : 2%	-8%	13	12	-4%	5%	-2.6%	i	2%	1.1
- O=C(O)c1ccc2c(c1)NC(=O)C(N1CCCC1)S2 (stereo not given)
 : -2%	-4%	-15	7	-2%	-13%	-2.1%	i	-6%	1.1
- COc1cccc(C(=O)NCC2CCN(c3ccc(S(=O)(=O)N4CCOCC4)cc3)CC2)c1
 : 13%	-9%	-1	0	12%	4%	-26%	i	8%	1.1
- CN1CCN(CC(=O)Nc2ccc(Oc3ccccc3)cc2)CC1
 : 13%	0%	14	0	16%	-3%	-5.8%	i	3%	1.1
- CCC(C)Oc1cccc(C(=O)Nc2ccccc2N2CCOCC2)c1 (stereo not given)
 : 12%	3%	34	8	11%	-6%	-8.9%	i	10%	1
- CCc1ccc(C(=O)CN(C#N)c2nc(C)cc(C)n2)cc1
 : 0%	-2%	13	1	-8%	8%	-1.9%	i	1%	1.1
- O=C(CCC1CCCC1)NCc1cccs1
 : -11%	-7%	-6	-8	-10%	-11%	-5.6%	i	7%	1
- CCOc1ccccc1N1CCN(S(=O)(=O)c2cccs2)CC1
 : 10%	-3%	-19	-23	9%	-5%	1.0%	i	9%	1.1
- CN(CC(=O)NC1CCCCC1)S(=O)(=O)c1cccc2cccnc12
 : 0%	-4%	1	2	0%	4%	-0.7%	i	-6%	1
- Cc1cc(C)c2c(-n3cccc3)c(C(=O)O)sc2n1
 : -29%	-10%	-18	-3	-29%	-28%	-1.2%	i	12%	1.1
- CCCC12CN3CCN(CC(C3)/C1=N\NC(=O)c1ccccc1Cl)C2
 : -11%	4%	-3	-3	-13%	-4%	-7.0%	i	4%	0.9
- Cc1cc(C(=O)OCC(=O)c2cccc([N+](=O)[O-])c2)c2cccc(C)c2n1
 : -8%	3%	3	-4	-1%	-14%	-3.8%	/	2%	1.1
- CC(C)OC(=O)C(=O)NNc1ccccc1
 : 2%	-9%	72*	62*	9%	-7%	-22%	i	0%	1.1
- CC1(C)CC(=O)CC(=O)/C1=N\Nc1c(Cl)cc(Cl)cc1Cl
 : -4%	1%	3	-6	2%	7%	-1.8%	i	11%	1
- CC(=O)N1CCC(N(CCN2CCOCC2)C(=S)Nc2cc(C)cc(C)c2)CC1
 : 3%	-7%	5	4	4%	-5%	-5.1%	i	-3%	1
- COc1ccc(NC(=S)N(CCO)Cc2ccccc2)cc1
 : -4%	1%	-12	18	-4%	-2%	-2.9%	i	-1%	1.1

# Shown as comma-separated lines: 4 of the compounds above.
smiles,PMI inhibition,LYP phosphatase,WT yeast gro inh,WT yeast gro inh mutant strain,human PMI inhibition,M17LAP inhibition,XIAP antagonists,Yfh1-depleted yeast,M1AAP inhibition,TNAP activation fold
CC1(C)CC(=O)CC(=O)/C1=N\Nc1c(Cl)cc(Cl)cc1Cl,-4%,1%,3,-6,2%,7%,-1.8%,i,11%,1
O=C(O)c1ccc2c(c1)NC(=O)C(N1CCCC1)S2 (stereo not given),-2%,-4%,-15,7,-2%,-13%,-2.1%,i,-6%,1.1
Nc1nnc(Sc2ncccc2[N+](=O)[O-])s1,9%,-3%,-16,4,4%,14%,-2.2%,i,3%,1.1
Cc1cc(C)c2c(-n3cccc3)c(C(=O)O)sc2n1,-29%,-10%,-18,-3,-29%,-28%,-1.2%,i,12%,1.1

# The list continues.
# Every second line gives: PMI inhibition	LYP phosphatase	WT yeast gro inh	WT yeast gro inh mutant strain	human PMI inhibition	M17LAP inhibition	XIAP antagonists	Yfh1-depleted yeast	M1AAP inhibition	TNAP activation fold
- CCn1nc(C)c(NC(=O)c2ccc(Cl)cc2)c1C
 : -17%	-3%	-5	-7	-12%	-1%	-4.2%	i	6%	1.1
- O=C(CN1C(=O)C2C3C=CC(C3)C2C1=O)Nc1ccc(S(=O)(=O)N2CCCCC2)cc1 (stereo not given)
 : 2%	1%	-3	-3	15%	-9%	-3.6%	i	1%	1
- O=C(CCn1c(=O)oc2ccccc21)n1c(=O)oc2ccccc21
 : 36%	-7%	5	-7	10%	-5%	-2.3%	i	10%	1.1
- Cc1cc(C)c(NC(=O)CSc2nnc(-c3ccco3)n2N)c(C)c1
 : 2%	-1%	-4	0	7%	31%	-5.8%	i	0%	1.1
- Cc1noc(C)c1S(=O)(=O)N1CCC(C(=O)N2CCN(Cc3ccc4c(c3)OCO4)CC2)CC1
 : 0%	-6%	-8	-9	7%	1%	-4.3%	/	13%	1
- O=C(O)CCCCCNCc1c(Cl)cccc1Cl
 : /	-1%	/	/	/	9%	/	i	2%	/
- Cn1c(=O)c2c(Nc3ccc(F)cc3)cc(=O)n(-c3ccccc3)c2n(C)c1=O
 : /	0%	/	/	/	3%	/	i	3%	/
- CCCn1c(-c2cccs2)nc2c1c(=O)[nH]c(=O)n2Cc1ccccc1
 : 0%	2%	-22	-6	-4%	3%	-6.4%	i	7%	1.1
- O=C(Cc1ccc(Cl)cc1)Nc1ccc2c(c1)C(=O)NC2=O
 : -2%	-4%	0	-8	2%	-14%	-4.0%	i	7%	1
- CN(C)Cc1cc(C(C)(C)c2cc(CN(C)C)c(O)c(CN(C)C)c2)cc(CN(C)C)c1O
 : -8%	-11%	23	11	-5%	4%	-3.3%	i	-2%	1
- Cc1ccccc1C(=O)NNC(=O)c1ccoc1C
 : -8%	-13%	21	15	-6%	2%	-8.3%	i	5%	1.1
- Cc1ccc(Nc2nc(-c3ccncc3)nc3ccccc23)cc1
 : /	-7%	/	/	/	3%	/	i	13%	/
- O=C(Cn1cnc2ccccc2c1=O)NCC(=O)N1CCN(Cc2ccc3c(c2)OCO3)CC1
 : 3%	-4%	2	-1	6%	27%	8.7%	i	2%	1.1
- Cc1ccccc1OCc1nc2ccccc2c(=O)n1/N=C/c1ccco1
 : 2%	10%	-12	0	-3%	15%	-2.9%	i	6%	0.9
- CCc1nc2ccccc2c(C(=O)OCC(=O)Nc2cccc(S(=O)(=O)NC3=NCCCCC3)c2)c1C
 : /	-1%	/	/	/	3%	/	i	11%	/
- Cc1cc2cc(CNC(=O)c3ccc(S(=O)(=O)N4CCOCC4)cc3)ccc2n1C
 : -15%	5%	3	-6	7%	-1%	1.1%	i	5%	1
- Cc1cc(C)cc(NC(=O)CSc2nnc(-c3ccc(S(=O)(=O)N4CCCC4)cc3)o2)c1
 : -3%	-6%	9	-3	8%	-5%	-1.0%	i	-1%	1.1
- COc1ccccc1NC1=NC(CO)(CO)CS1
 : /	-8%	/	/	/	-2%	/	i	-2%	/
- CCCCCCCCCC(=O)N/N=C/c1ccc(C)s1
 : 12%	4%	/	/	19%	-3%	-1.8%	i	2%	1
- CCC(C)/C(C)=N/NC(=O)c1ccc(COc2ccc(Cl)c(C)c2)cc1 (stereo not given)
 : 4%	-2%	72*	67*	14%	-21%	-5.7%	i	3%	1.3
- CCS(=O)(=O)Nc1cccc(C2=NN(S(=O)(=O)c3ccc(F)cc3)C(c3cccs3)C2)c1 (stereo not given)
 : 10%	-2%	-18	-6	21%	-9%	-6.9%	i	2%	1.1
- CSc1cccc(NC(=S)N(CCC(C)C)C2CCN(C(C)C)CC2)c1
 : 6%	-11%	-8	-2	7%	-19%	-3.5%	i	6%	1.1
- CCC(=O)N1CCN(c2ccc(NC(=O)c3c(F)c(F)c(OC)c(F)c3F)cc2)CC1
 : 3%	-8%	5	-1	4%	11%	-5.8%	i	6%	1.1
- N/C(=N\OC(=O)Cc1ccccc1[N+](=O)[O-])c1ccccn1
 : 15%	-6%	4	17	12%	-7%	-6.1%	i	-2%	1.1
- NS(=O)(=O)c1ccc(CCNC(=O)/C=C/c2cccc([N+](=O)[O-])c2)cc1
 : 3%	-7%	6	-20	-6%	-3%	0.4%	i	5%	1
- Cc1ccc(C(=O)N2CCC(C(=O)NCc3cccnc3)CC2)cc1
 : -2%	-9%	5	-9	-4%	3%	-7.9%	i	-3%	1.1
- Cc1ccccc1-c1nn(-c2ccc(F)cc2F)cc1CNCCCN(C)C
 : 3%	-7%	14	14	11%	2%	-6.3%	i	-3%	1.1
- CCOC(=O)c1sc2ccccc2c1OC(=O)c1ccccc1OC
 : -2%	-4%	20	1	22%	-2%	1.9%	i	1%	1.1
- COc1ccc(OC)c(C2C3CN(C(C)C)CC=C3C(C#N)=C(N)C2(C#N)C#N)c1 (stereo not given)
 : 26%	0%	21	-1	5%	-13%	0.1%	i	7%	1.1
- COc1ccc(-n2c(-c3cccc(C)c3[N+](=O)[O-])n[nH]c2=S)cc1
 : -4%	-8%	3	16	-4%	24µM*	-2.1%	i	1%	1.1
- NNC(=O)COc1ncn(-c2ccccc2)n1
 : 4%	-5%	-2	3	18%	65%	-5.7%	i	12%	1

# Whole records, looked up by structure. Order of values: PMI inhibition	LYP phosphatase	WT yeast gro inh	WT yeast gro inh mutant strain	human PMI inhibition	M17LAP inhibition	XIAP antagonists	Yfh1-depleted yeast	M1AAP inhibition	TNAP activation fold
# CCOC(=O)c1sc2ccccc2c1OC(=O)c1ccccc1OC is listed with -2%	-4%	20	1	22%	-2%	1.9%	i	1%	1.1
# NNC(=O)COc1ncn(-c2ccccc2)n1 is listed with 4%	-5%	-2	3	18%	65%	-5.7%	i	12%	1
# COc1ccc(-n2c(-c3cccc(C)c3[N+](=O)[O-])n[nH]c2=S)cc1 is listed with -4%	-8%	3	16	-4%	24µM*	-2.1%	i	1%	1.1
# Cc1ccccc1-c1nn(-c2ccc(F)cc2F)cc1CNCCCN(C)C is listed with 3%	-7%	14	14	11%	2%	-6.3%	i	-3%	1.1

# Source: PubChem BioAssay (several laboratories)
